# Screens as filed in PubChem BioAssay.
# KOR beta-arrestin-1 – KOR antagonists, beta-arrestin recruitment, cell-based, luminescence, uHTS (AID 1778); Kappa-type opioid receptor (Homo sapiens); KOR beta-arrestin recruitment, luminescence, antagonist mode; higher % means a stronger effect; 290,000 tested, 0.091% active; inhibition, % at 10 µM; hits with a dose series show IC50 in µM; also: strong numbers were not always called active
# NOD1 NF-kB reporter – NOD1 signaling inhibitors, primary screen, cell-based, luminescence, uHTS (AID 1578); NOD1-driven NF-kB luciferase reporter cells, luminescence; higher % means a stronger effect; inhibition, % at 4 µM; hits with a dose series show EC50 in µM; 290,000 tested, 1% active; in the data active = inhibition mostly above about 36%, no sharp cut-off; inactive = mostly below about 34%;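 also: HEK-293T reporter cells stimulated with the NOD1 agonist gamma-tri-DAP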
# KOR beta-arrestin-2 – KOR agonists, beta-arrestin recruitment, primary screen, cell-based, luminescence, uHTS (AID 1777). Kappa-type opioid receptor (Homo sapiens). 280,000 tested, 0.02% active. activation, % at 10 µM; hits with a dose series show EC50 in µM. KOR beta-arrestin recruitment, luminescence; higher % means a stronger effect; in the data active = activation above about 50%, passing the limit was not always enough; also: a part of the inactive calls stands beside numbers as strong as those of hits
# GPR35 antagonists – GPR35 antagonists blocking zaprinast-driven arrestin recruitment, primary screen, imaging, U2OS, beta-arrestin-GFP, zaprinast agonist (AID 2058); G-protein coupled receptor 35 (Homo sapiens); U2OS GPR35 beta-arrestin-GFP translocation imaging, zaprinast antagonism; higher % means a stronger effect; inhibition, % at 10 µM; hits with a dose series show IC50 in µM; 290,000 tested, 0.052% active;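 active = inhibition of at least 50% with at least 30 cells and total cytoplasm GFP at most 10,000,000; inconclusive = under 30 cells or total GFP of 10,000,000 plus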
# HEK293 NOD2/NF-kB – NOD2 signaling inhibitors, cell-based, luminescence, uHTS, HEK293 (AID 1566) | HEK293 NOD2/NF-kB luciferase reporter, luminescence; higher % means a stronger effect | inhibition, % at 4 µM, or EC50 in µM where a hit was titrated | 290,000 tested, 0.63% active; also: many of its hits are not listed in these tables
# GPR55 activation – GPR55 agonists via beta-arrestin recruitment, primary screen, imaging, U2OS cells, beta-arrestin-GFP redistribution (AID 1961); G-protein coupled receptor 55 (Homo sapiens); U2OS GPR55 beta-arrestin-GFP redistribution imaging; higher % means a stronger effect; one-dose activation, % at 10 µM; EC50 in µM for titrated hits; 290,000 tested, 0.048% active;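 active = activation above 40% with more than 50 cells counted in the well; inconclusive = wells holding fewer than 50 cells, flagged as toxic or sparse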;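 also: U2OS osteosarcoma cells stably expressing GPR55 and beta-arrestin-GFP; plate controls were DMSO negative control for no effect and LPI positive control for full effect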
# GPR55 LPI antagonism – GPR55 antagonists blocking LPI-driven arrestin recruitment, primary screen, imaging, U2OS, beta-arrestin-GFP, LPI agonist (AID 2013). G-protein coupled receptor 55 (Homo sapiens). U2OS GPR55 beta-arrestin-GFP translocation imaging, LPI antagonism; higher % means a stronger effect. inhibition, % at 10 µM, or IC50 in µM where a hit was titrated. 290,000 tested, 0.13% active;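 active = spots per cell inhibited over 60%, with over 100 cells counted and total cytoplasm intensity under 500,000; inconclusive = wells with under 100 cells, flagged as likely toxic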;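 also: U2OS cells stably carrying GPR55 and arrestin-GFP stimulated by 5 µM LPI near EC80; imaged beta-arrestin-GFP aggregate spots per cell after agonist stimulation; plate controls were LPI-stimulated DMSO wells for no effect and DMSO wells without LPI for full effect; some results filed as inactive read as strong as hits; confirmed hits need IC50 under 10 µM and bright autofluorescent wells are also inconclusive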
# HIV peptide binding – inhibitors of HIV fusion peptide binding, primary screen, biochemical, uHTS, fluorescence dequenching (AID 1986); 290,000 tested, 0.3% active; inhibition, % at 20 µM; hits with a dose series show IC50 in µM; cell-free peptide binding, fluorescence dequenching, 30 min; higher % means a stronger effect; in the data active = inhibition mostly above about 52%, no sharp cut-off; inactive = mostly below about 76%; also: some results filed as inactive read as strong as hits
# Myeloid diff MLP – induction of myeloid progenitor differentiation, primary screen, cell-based, flow cytometry, MLPCN library | 360,000 tested, 1% active | ER-HoxA9 myeloid progenitors, lysozyme-GFP differentiation | calls only at 10 µM | AID 624256, 2012;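 active = normalized GFP-positive differentiation at or above the plate's own cutoff, the solvent-only control mean plus 3 SD; inconclusive = no clear call, values can overlap the other calls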;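 also: cells exposed to compound for four days before flow analysis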
# Myeloid diff MLP GFP+ MAC1+ % – second read-out of Myeloid diff MLP, no call of its own (marks repeat the call); GFP+ MAC1+ double positive, %; measured here: differentiation confirmed by MAC1 staining
# An asterisk follows results filed as active; i = inactive; ? = inconclusive; . = no result given; [ ] = dose if it differs, or a comment. Rule as the data show it, unless noted: active = inhibition above about 50%; inactive = the rest. An excerpt; rates above refer to the full screens.
# Below each SMILES: KOR beta-arrestin-2, Myeloid diff MLP GFP+ MAC1+ %, HIV peptide binding, HEK293 NOD2/NF-kB, KOR beta-arrestin-1, GPR55 LPI antagonism, GPR55 activation, Myeloid diff MLP, NOD1 NF-kB reporter, GPR35 antagonists
CN(C)CCCNC(=O)N1c2ccccc2Sc2ccccc21
→ -0.6%, ., -2.9%, 18.8%, -4.2%, -2.2%, -0.2%, ., 15.2%, 11.4%
Cc1ccc(C2(CCNC(C)c3cccs3)CCOC(C(C)C)C2)cc1 (centres undefined)
→ -2.4%, 0.9, 1.0%, 15.9%, -41.8%[20 µM], 18.2%, 0.9%, i, -15.2%, -6.0%
CCOc1ccc(CN2CCN(Cc3cc4ccccc4o3)CC2CCO)cc1 (centres undefined)
→ -2.0%, 0.5, -1.0%, -12.4%, -7.1%[20 µM], -8.7%, -0.1%, i, -20.8%, -1.9%
CCN1CCS/C1=C\C=C\C1=[N+](CC)CCS1
→ -4.6%, ., 7.1%, 44.2%, 22.6%, -2.8%, 0.1%, ., 53.8%*, 3.1%
O=C(O)CN1CCCC1=Nc1ccccc1
→ 1.5%, 7.4, -1.6%, 1.6%, 32.6%, -9.3%, -0.1%, i, 0.7%, 12.4%
C=CCOc1c(Cl)cc(CNc2nccs2)cc1OC
→ -4.5%, 0.3, -0.3%, -7.8%, 28.6%, 2.3%, -0.3%, i, -15.1%, 20.1%
N/C(=N\OC(=O)C12CC3CC(CC(C3)C1)C2)c1cccnc1
→ 1.8%, 4.9, -2.0%, -15.2%, 0.6%, 29.4%, -0.3%, i, 4.5%, 3.3%
Cc1nc2ccc(S(=O)(=O)NC(CC(C)C)C(=O)O)cc2s1 (centres undefined)
→ -2.0%, 1.5, -1.5%, 2.6%, -4.9%, 10.0%, -0.1%, i, 1.2%, 15.5%
CC(C)C[C@H](NC(=O)c1nc[nH]c1C(=O)N(C)Cc1ccccc1)C(=O)OCc1ccccc1
→ 2.1%, 0.4, -1.0%, -0.5%, 9.4%, 2.7%, -0.2%, i, 11.3%, -0.9%
CCn1nnnc1SCC(=O)Nc1cc(OC)cc(OC)c1
→ -5.7%, 2.4, -0.7%, 1.3%, -39.3%, -3.2%, 0.4%, i, -2.7%, 2.4%
CC(C)c1cc(C(=O)N/N=C/C=C/c2ccccc2)n[nH]1
→ -0.4%, 0.2, 0.3%, 3.2%, 22.3%, 0.1%, 0.2%, i, -23.3%, 3.4%
O=C(Nc1ccnn1C1CCN(Cc2ccccc2)CC1)c1ccccc1Cl
→ 3.0%, 0.5, 0.7%, -6.6%, -6.6%, 6.6%, 0.6%, i, -50.1%, 6.1%
COc1ccc(C(=O)N2CCC(C(=O)c3c(C)cc(C)cc3C)CC2)cc1
→ -1.2%, 0.2, -0.6%, 33.7%, -15.3%, 11.4%, 0.0%, i, -8.8%, -4.2%
O=C(C[n+]1cc(-c2ccc(Cl)c(Cl)c2)n2c1CCC2)c1cccs1
→ 1.1%, 1.1, 0.5%, -13.0%, -14.5%, 7.4%, 0.4%, i, -4.0%, 1.6%
CCc1c(C)nc2cc(-c3ccc(OC)c(OC)c3)nn2c1N1CCCC1
→ -0.9%, 1.6, 12.4%, 13.2%, -15.0%, -24.4%, 0.3%, i, 6.0%, 12.8%
CCOC(=O)C1(CCOC)CCN(C(=O)Cc2ccc3ccccc3c2)CC1
→ 0.7%, 0.4, -1.4%, 16.2%, -42.2%[20 µM], 2.5%, -0.3%, i, 2.5%, 4.1%
CCC(C)(C)C(=O)Nc1cc([N+](=O)[O-])ccc1Cl
→ 1.3%, 0.4, -0.7%, 6.4%, -17.1%, 3.1%, -0.2%, i, -10.0%, 0.9%
O=C(Nc1ccc(S(=O)(=O)N2CCOCC2)cc1)c1ccc(Cl)s1
→ -2.5%, 4.3, 1.1%, 6.6%, -2.6%, 9.8%, 0.3%, i, -25.8%, -3.0%
Cc1ccc(NC(=S)NC(=O)C2CC2)c(C)c1
→ 3.8%, 0.9, 0.4%, -14.9%, 23.5%, 13.7%, 0.3%, i, -39.9%, 2.1%
COc1cc(/C=C(/NC(=O)c2ccccc2)C(=O)Nc2cccc(O)c2)c([N+](=O)[O-])cc1OC
→ -3.9%, 0.3, 0.3%, 7.7%, 27.3%, 4.8%, 0.2%, i, 24.7%, 6.0%
CCOC(=O)C1CCN(C(=O)C2CCN(S(=O)(=O)c3c(C)noc3C)CC2)CC1
→ 2.4%, 1.0, -0.9%, -4.9%, -48.8%, 4.5%, 0.2%, i, -17.4%, -3.3%
Cc1cccc(NC(=O)CSCc2cc(=O)n3nc(C4CC4)sc3n2)c1
→ -0.4%, 0.0, 0.9%, 15.2%, -10.7%, -0.4%, -0.4%, i, -6.1%, 4.1%
COc1ccc2nc(/N=C(\N)NC(=O)Nc3ccccc3)nc(C)c2c1
→ 5.7%, 0.2, 3.4%, -29.3%, ., 17.2%, 0.1%, i, -20.8%, -0.1%
Brc1ccc(-n2cnc(-c3ccccc3)c2)cc1
→ -5.9%, 0.4, 0.2%, -137.4%, 2.0%, -4.8%, 0.0%, i, -3.1%, -18.5%
Cc1ccccc1-n1ncc2c1CC(C)(C)CC2NC(=O)CN1CCCC1=O (centres undefined)
→ 2.3%, 0.5, -0.1%, 8.5%, -1.3%, 10.9%, 0.1%, i, -30.6%, -4.4%
COc1ccc2[nH]c(=O)c(CN(CCc3cccc(C)c3)C(C)=O)cc2c1
→ -1.6%, 1.2, 0.7%, 5.3%, 22.2%, -2.5%, -0.2%, i, -16.4%, 8.8%
CCN(CC)c1ccc2c(c1)oc(=O)c1c(Cl)cc(=O)oc12
→ -4.7%, ., 106.5%*, 5.5%, -19.6%, 31.6%, -0.1%, ?, 11.4%, -2.0%
O=C(COc1ccc(Cl)cc1Cl)NCCC1=CCCCC1
→ 2.3%, 0.6, -0.9%, -4.6%, -4.2%, 17.0%, 0.2%, i, -26.9%, 18.4%
Cc1c(Cl)cccc1NC(=S)NCc1cccs1
→ -3.3%, 0.4, -2.1%, 15.7%, 12.7%, 2.2%, 0.5%, i, -1.7%, 3.6%
CC(=O)NC12CC3CC(C1)CC(C(=O)Nc1nc4ccc(S(C)(=O)=O)cc4s1)(C3)C2
→ -2.5%, 0.8, 0.8%, 2.2%, 10.4%, 1.8%, -0.1%, i, -42.9%, 9.2%
COc1ccc(CC(=O)NCC(=O)NC(Cc2ccccc2)C(=O)O)cc1 (centres undefined)
→ -5.5%, 0.7, -0.2%, 7.8%, 15.5%, 6.0%, 0.0%, i, -3.5%, 13.3%
O=C(CCn1nnc2ccccc21)OCC(=O)c1ccc([N+](=O)[O-])cc1
→ -3.9%, 2.2, 0.0%, 5.6%, -8.6%, 0.1%, -0.2%, i, -43.5%, -10.5%
COc1ccc(CNC(=O)C(=O)NCc2ccncc2)cc1
→ -6.6%, 0.5, -0.9%, -1.3%, -15.3%[20 µM], 14.9%, -0.1%, i, -14.7%, 18.4%
O=C(c1c[nH]c(=O)n(-c2ccccc2)c1=O)N1CCc2ccccc21
→ -1.4%, 1.6, -1.5%, 8.7%, -10.0%, -11.0%, 0.2%, i, 14.3%, 16.2%
Cc1ccc2cc3cc(C(=O)N4CC(C)CC(C)C4)oc3nc2c1 (centres undefined)
→ -7.0%, 0.3, -1.6%, -14.9%, 8.5%, 10.6%, -0.1%, i, -28.0%, -0.3%
COc1ccccc1N1CCN(Cc2cccc(OC)c2OC)CC1
→ -1.9%, 0.5, 2.8%, -4.0%, 1.2%, 13.2%, 0.2%, i, -16.0%, 6.2%
CCOc1ccc(CCNC(=O)CSc2cc(=O)n(C)c3ccccc23)cc1OCC
→ 6.4%, 0.3, -0.9%, 5.8%, -1.3%, 7.6%, -0.2%, i, -27.1%, -7.8%
COCCCNC(=O)CC(NS(=O)(=O)c1ccc(Cl)cc1)c1ccco1 (centres undefined)
→ -2.4%, 0.0, 1.0%, 4.8%, 25.5%, 6.6%, 0.4%, i, 5.0%, -0.2%
CC1(C)Cc2c(sc3nc(-c4ccccc4Cl)n(N)c(=O)c23)CO1
→ 3.0%, 0.4, -1.4%, 2.8%, -19.5%, 0.5%, -0.1%, i, -1.5%, 4.7%
COc1cc2c(cc1OC)CN(C(=O)c1cc(S(=O)(=O)N3CCOCC3)ccc1Cl)CC2
→ 14.5%, 0.7, -0.9%, 9.3%, 8.4%, 3.9%, 0.2%, i, 4.2%, 7.5%

# Shown with tabs: entries from further up
smiles	KOR beta-arrestin-2	Myeloid diff MLP GFP+ MAC1+ %	HIV peptide binding	HEK293 NOD2/NF-kB	KOR beta-arrestin-1	GPR55 LPI antagonism	GPR55 activation	Myeloid diff MLP	NOD1 NF-kB reporter	GPR35 antagonists
O=C(c1c[nH]c(=O)n(-c2ccccc2)c1=O)N1CCc2ccccc21	-1.4%	1.6	-1.5%	8.7%	-10.0%	-11.0%	0.2%	i	14.3%	16.2%
Cc1ccc2cc3cc(C(=O)N4CC(C)CC(C)C4)oc3nc2c1 (centres undefined)	-7.0%	0.3	-1.6%	-14.9%	8.5%	10.6%	-0.1%	i	-28.0%	-0.3%
COc1ccccc1N1CCN(Cc2cccc(OC)c2OC)CC1	-1.9%	0.5	2.8%	-4.0%	1.2%	13.2%	0.2%	i	-16.0%	6.2%
CCOc1ccc(CCNC(=O)CSc2cc(=O)n(C)c3ccccc23)cc1OCC	6.4%	0.3	-0.9%	5.8%	-1.3%	7.6%	-0.2%	i	-27.1%	-7.8%

# More results follow.
# Below each SMILES: KOR beta-arrestin-2, Myeloid diff MLP GFP+ MAC1+ %, HIV peptide binding, HEK293 NOD2/NF-kB, KOR beta-arrestin-1, GPR55 LPI antagonism, GPR55 activation, Myeloid diff MLP, NOD1 NF-kB reporter, GPR35 antagonists
O=C(Nc1nnc(C(F)(F)F)s1)c1c(F)cccc1F
→ 0.5%, 0.4, 3.7%, 9.4%, 2.7%, 2.4%, 0.5%, i, 2.0%, -2.4%
CN(C)Cc1nc2ccccc2c(=O)n1CC#N
→ 7.9%, 0.6, -2.1%, 6.9%, -25.2%, -1.1%, 0.1%, i, 23.2%, 1.3%
Cc1cc(C)cc(NC(=O)Nc2ccc3c(c2)N(C)C(=O)CS3)c1
→ 2.0%, 4.6, -0.6%, 32.0%, 7.1%, 12.8%, -0.2%, i, 14.5%, -16.4%
O=C(CSC1=NCCS1)N1CCN(c2ccc(Cl)cc2)CC1
→ 1.7%, 0.7, -1.2%, 18.7%, 14.2%, 4.6%, 0.1%, i, 22.9%, -11.3%
